Screening data from PubChem BioAssay.
HIV peptide binding – inhibitors of HIV fusion peptide binding, primary screen, biochemical, uHTS, fluorescence dequenching (AID 1986); inhibition, % at 20 µM, or IC50 in µM where a hit was titrated; cell-free peptide binding, fluorescence dequenching, 30 min; higher % means a stronger effect; 0.3% of 290,000 active; in the data active = inhibition mostly above about 52%, no sharp cut-off; inactive = mostly below about 76%; also: some results filed as inactive read as strong as hits
Myeloid diff 2 – promotes myeloid progenitor differentiation | ER-HoxA9 myeloid progenitors, lysozyme-GFP differentiation, flow cytometry | calls only at 10 µM | 1% of 360,000 active;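 active = normalized GFP-positive differentiation at or above the plate's own cutoff, the solvent-only control mean plus 3 SD; inconclusive = no clear call, values can overlap the other calls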;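 also: cells exposed to compound for four days before flow analysis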
Salmonella PhoP GFP – PhoP-dependent GFP reporter repression – Salmonella Typhimurium, primary screen (AID 1863). S. Typhimurium PhoP-regulated promoter GFP reporter, 4 h; higher % means a stronger effect. inhibition, % at 50 µM, or IC50 in µM where a hit was titrated. 0.16% of 300,000 active;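 active = inhibition over 29.93%, a cutoff 3 SD above the screen mean, later confirmed by dose response; inconclusive = inhibition over 29.93% but no dose response follow-up; inactive = inhibition at most 29.93% or unconfirmed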;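 also: 0% = low Mg2+ inducing control and 100% = high Mg2+ repressing control; strong numbers were not always called active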
NOD1 inhibition – NOD1 signaling inhibitors, primary screen, cell-based, luminescence, uHTS (AID 1578); 1% of 290,000 active; NOD1-driven NF-kB luciferase reporter cells, luminescence; higher % means a stronger effect; inhibition, % at 4 µM, or EC50 in µM where a hit was titrated; in the data active = inhibition mostly above about 36%, no sharp cut-off; inactive = mostly below about 34%;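 also: HEK-293T reporter cells stimulated with the NOD1 agonist gamma-tri-DAP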
SIAH1 antagonists – blockers of Siah-1 interaction with plectin peptide – biochemical, fluorescence polarization, rhodamine-plectin, uHTS, primary screen (AID 1817) | displacement, % at 20 µM; hits with a dose series show IC50 in µM | 0.02% of 290,000 active | Siah-1 / rhodamine-plectin peptide fluorescence polarization; higher % means a stronger effect;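 active = displacement of at least 50% at 20 µM, with a fluorescence ratio check between 0.3 and a set limit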;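 also: plate controls were Siah plus tracer with DMSO for no effect and tracer alone without Siah for full effect; strong numbers were not always called active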
KOR beta-arrestin-1 – kappa opioid receptor blockers – cell-based, luminescence, uHTS (AID 1778); inhibition, % at 10 µM; hits with a dose series show IC50 in µM; 0.091% of 290,000 active; KOR beta-arrestin recruitment, luminescence, antagonist mode; higher % means a stronger effect; also: strong numbers were not always called active
HEK293 NOD2/NF-kB – NOD2 signaling inhibitors, cell-based, luminescence, uHTS, HEK293 (AID 1566); inhibition, % at 4 µM; hits with a dose series show EC50 in µM; HEK293 NOD2/NF-kB luciferase reporter, luminescence; higher % means a stronger effect; 0.63% of 290,000 active; also: many of its hits are not listed in these tables
KOR beta-arrestin-2 – KOR agonists, beta-arrestin recruitment, primary screen, cell-based, luminescence, uHTS (AID 1777). KOR beta-arrestin recruitment, luminescence; higher % means a stronger effect. activation, % at 10 µM, or EC50 in µM where a hit was titrated. 0.02% of 280,000 active; in the data active = activation above about 50%, passing the limit was not always enough; also: a part of the inactive calls stands beside numbers as strong as those of hits
LYP phosphatase – inhibitors of LYP phosphatase, biochemical, fluorescence intensity, uHTS (AID 1779); recombinant LYP phosphatase, fluorescence intensity; higher % means a stronger effect; inhibition, % at 11.5 µM; hits with a dose series show IC50 in µM; 0.054% of 290,000 active;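 also: plate controls were vehicle with enzyme for no effect and no enzyme for full effect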
Myeloid diff 2 GFP+ MAC1+ % – recorded beside Myeloid diff 2, whose call it bears; GFP+ MAC1+ double positive, %; measured here: differentiation confirmed by MAC1 staining
* hit, by the source's call; i = inactive; ? = inconclusive; nt = not tested or not shown; + = active, no number; [ ] = dose if it differs, or a comment. Rule as the data show it, unless noted: active = inhibition above about 50%; inactive = the rest. The list is partial; rates above refer to the full screens.

SMILES	HIV peptide binding	Myeloid diff 2	Myeloid diff 2 GFP+ MAC1+ %	Salmonella PhoP GFP	NOD1 inhibition	SIAH1 antagonists	KOR beta-arrestin-1	HEK293 NOD2/NF-kB	KOR beta-arrestin-2	LYP phosphatase
O=C(CS(=O)c1ccc(Br)cc1)N1CCOCC1 (stereo not given)	1.8%	i	0.5	6%	-9%	0%	-13%	-6%	-1.1%	-9%
CCCn1c2ccccc2c2nnc(SCC(=O)OCC)nc21	-3.6%	i	1.2	2%	-2%	0%	-23%	6%	-4.4%	1%
CCN(CC)C(=O)CCc1nnc(CCc2c[nH]c3ccccc23)o1	1.1%	i	0.3	-4%	-19%	21%	-34%[20 µM]	-2%	nt	-4%
COC(=O)[C@H](CCSC)NC(=O)Nc1cc(C)ccc1C	-1.3%	i	0.8	-9%	-7%	13%	24%	11%	-3.2%	0%
NC(=O)c1ccsc1NC(=O)CSc1ccccc1F	-0.7%	i	6.6	-2%	-46%	3%	21%	-50%	-2.7%	-3%
CCCCOc1ccc(C(=O)N/C(=C\c2cccc([N+](=O)[O-])c2)C(=O)OCc2ccco2)cc1	2.3%	i	0.5	-4%	-30%	-1%	-54%	4%	22%	5%
Cc1ccc(C(C(=O)NCc2ccc(F)cc2)N(Cc2ccco2)C(=O)c2snc(C(N)=O)c2N)o1 (stereo not given)	3.5%	i	0.7	4%	37%	-1%	-56%	11%	0.2%	-5%
O=C(O)c1ccc(NS(=O)(=O)c2cc(Cl)ccc2Cl)cc1O	23%	i	0.4	-6%	-32%	4%	-4%	10%	2.1%	-3%
COc1ccc(COC(=O)C2=C(C)NC(=O)NC2c2cccc(Br)c2)cc1 (stereo not given)	1.9%	i	0.9	-2%	-16%	4%	-10%[20 µM]	10%	-3.8%	4%
CNC(=S)N1CCc2cc(OC)c(OC)cc2C1COc1ccc(OC)cc1 (stereo not given)	1.3%	i	0.4	6%	-16%	3%	-26%	9%	-6.3%	1%

Next part (4 carried over from the part before).
SMILES	HIV peptide binding	Myeloid diff 2	Myeloid diff 2 GFP+ MAC1+ %	Salmonella PhoP GFP	NOD1 inhibition	SIAH1 antagonists	KOR beta-arrestin-1	HEK293 NOD2/NF-kB	KOR beta-arrestin-2	LYP phosphatase
Cc1ccc(C(C(=O)NCc2ccc(F)cc2)N(Cc2ccco2)C(=O)c2snc(C(N)=O)c2N)o1 (stereo not given)	3.5%	i	0.7	4%	37%	-1%	-56%	11%	0.2%	-5%
O=C(O)c1ccc(NS(=O)(=O)c2cc(Cl)ccc2Cl)cc1O	23%	i	0.4	-6%	-32%	4%	-4%	10%	2.1%	-3%
COc1ccc(COC(=O)C2=C(C)NC(=O)NC2c2cccc(Br)c2)cc1 (stereo not given)	1.9%	i	0.9	-2%	-16%	4%	-10%[20 µM]	10%	-3.8%	4%
CNC(=S)N1CCc2cc(OC)c(OC)cc2C1COc1ccc(OC)cc1 (stereo not given)	1.3%	i	0.4	6%	-16%	3%	-26%	9%	-6.3%	1%
CCSc1nnc(NC(=O)CSc2ncccn2)s1	3.2%	i	0.8	16%	-16%	4%	0%	3%	-4.8%	-4%
CC(C)(C)N1CC(COc2ccccc2)OC1=O (stereo not given)	0.0%	i	0.7	-4%	-22%	7%	4%	3%	-2.9%	0%
CCc1c(C)n([O-])c2c([n+]1=O)CCC2	-1.1%	i	0.7	-2%	-22%	6%	35%	8%	-4.2%	1%
COc1cccc(CNC(=O)CCCc2nnc3n(C)c(=O)c4sccc4n23)c1	-2.0%	i	0.0	-9%	-2%	-5%	-12%	22%	16%	-8%
O=C(Nc1ccc(F)cc1F)c1csc(-c2cccs2)n1	2.0%	i	0.5	0%	-74%	15%	3%	-93%	-1.3%	-4%
CCCOc1ccc(N2C(=O)CC(N(CCCO)C(=O)CC)C2=O)cc1 (stereo not given)	-1.3%	i	1.2	-12%	2%	0%	29%	8%	4.6%	-4%
CCCCSc1nnc(-c2ccccc2N)c(=O)[nH]1	-1.6%	i	8.2	-7%	-55%	9%	11%	-29%	5.2%	-4%
CCOc1cc(S(=O)(=O)N2CCCCCC2)ccc1F	0.0%	i	7.4	-7%	-3%	-1%	-2%	8%	-2.4%	-2%
O=C(NN1C(=O)C2C3c4ccccc4C(c4ccccc43)C2C1=O)c1ccccc1 (stereo not given)	-1.1%	i	0.5	2%	1%	-1%	12%	2%	-5.8%	-7%
Cc1ccc(C(=O)Nc2nc(C)c(C)s2)o1	0.7%	i	1.2	10%	-45%	5%	13%	-55%	-8.3%	-4%
CCCOC(=O)C[N+](C)(C)CCOC1CC2CCC1(C)C2(C)C (stereo not given)	0.4%	i	0.2	-23%	-7%	0%	-10%	1%	5.7%	-10%
O=C(N1CCCCCC1)N1CCN(S(=O)(=O)N2CCOCC2)CC1	-0.5%	nt	nt	-7%	-14%	2%	11%	-2%	-1.1%	-2%
COc1ccc(-c2cc(C(F)(F)F)nc(NCc3cccnc3)n2)cc1	0.6%	i	4.1	-8%	30%	4%	19%	16%	-1.6%	-4%
O=C(COC(=O)C1CCC(N2C(=O)C3C4CCC(C4)C3C2=O)CC1)c1ccc(F)cc1 (stereo not given)	-1.4%	i	0.3	-1%	-29%	0%	-31%	0%	-3.0%	-5%
CCn1nc(NC(=O)C2CCCO2)c2cc3cc(C)ccc3nc21 (stereo not given)	1.9%	i	0.6	-10%	-32%	3%	-19%	-6%	-11%	-11%
FC(F)(F)c1nnc2c(Sc3ccccc3)nc3ccc(Cl)cc3n12	0.3%	?	nt	-8%	44%	-3%	13%	-1%	-0.2%	-12%
CC(/C=N/NC(=S)Nc1cccc(S(=O)(=O)N(C)C)c1)c1ccccc1 (stereo not given)	-2.0%	i	0.4	-12%	4%	-6%	-34%	13%	10%	-3%
O=C1CC(c2ccc3c(c2)OCO3)CN1 (stereo not given)	0.8%	nt	nt	0%	5%	4%	19%	5%	-0.5%	-4%
CCc1cccc(NC(=O)C2CCCN(S(=O)(=O)c3ccc4[nH]c(=O)ccc4c3)C2)c1 (stereo not given)	0.6%	i	6.7	-6%	1%	-2%	4%	13%	-4.3%	-12%
NC(=O)CC[C@@H]1NC(=O)[C@H](Cc2ccc(O)cc2)NC(=O)c2cc([N+](=O)[O-])cc(F)c2OCC[C@@H](C(N)=O)NC1=O	4.7%	i	0.7	3%	-27%	8%	-14%	9%	-0.1%	0%
CCC(=O)Nc1cc(SCCO)cc([N+](=O)[O-])c1	-0.5%	i	1.3	4%	15%	-4%	-1%	0%	-1.3%	-8%
Cc1cc(/C=C2/NC(=O)N(Cc3ccccc3F)C2=O)c(C)n1C	8.1%	i	0.4	1%	-33%	2%	-2%	17%	1.5%	-2%
CCn1c(=O)c(C(=O)Nc2ccc(C)cc2C)c(O)c2ccccc21	-0.9%	i	0.5	0%	13%	-8%	22%	12%	2.5%	-3%
Cc1ccc(C(c2nnnn2Cc2cccs2)N2CCN(C(=O)c3ccco3)CC2)cc1 (stereo not given)	1.6%	i	1.2	-6%	-28%	3%	-2%	1%	3.1%	2%
CCCNS(=O)(=O)c1ccc(CCC(=O)N2CCOCC2)cc1	-0.8%	i	0.0	-8%	0%	3%	1%	13%	-2.2%	-8%
O=C(CSc1n[nH]c(-c2ccco2)n1)Nc1ccccc1Cl	2.1%	i	0.2	-2%	-7%	0%	7%	-5%	-2.4%	-3%
CCOc1ccccc1OCC(=O)Nc1cc2c(cc1C(=O)O)OCCCO2	3.7%	i	0.5	-3%	-17%	3%	-7%	1%	-0.5%	-6%
O=C(CC1Nc2ccccc2NC1=O)Nc1cc(Cl)cc(Cl)c1 (stereo not given)	1.2%	i	0.9	-34%	-11%	-2%	-7%	3%	-3.2%	5%
CN1CCN(Cc2nc3c([nH]2)c(=O)[nH]c(=O)n3C)CC1	-0.4%	i	2.8	-4%	2%	0%	1%	-2%	0.2%	-7%
CC(C)CCN1C(Nc2ccccc2)=NC[C@@H]1CC(C)C	-1.3%	i	2.1	3%	12%	-1%	-35%[20 µM]	7%	nt	-10%
CN(C)N1C(=O)CC(NNC(=O)c2ccncc2)C1=O (stereo not given)	-2.0%	i	0.2	-7%	-26%	11%	20%	6%	2.5%	-8%
COc1cccc(NC(=O)CSc2nc3n[nH]c(C)c3c(=N)n2-c2cccc(OC)c2)c1	-0.3%	i	0.2	-8%	36%	-5%	18%	15%	1.1%	1%
Cc1nnsc1C(=O)NNS(=O)(=O)c1cc(C(F)(F)F)cc(C(F)(F)F)c1	-1.6%	i	0.4	7%	-2%	-3%	1%	-6%	-1.6%	-8%
COc1cccc(N(CC(=O)N2CCN(C)CC2)S(=O)(=O)c2ccc(C)cc2)c1	3.0%	i	1.2	-3%	-20%	1%	-19%	9%	3.2%	-8%
CCOc1ccc(N=C2SCC(=O)N2CC)cc1	-0.5%	i	2.4	0%	-19%	-1%	-20%[20 µM]	2%	-2.8%	-6%
Cc1nc2nc3c(c(=O)n2[nH]1)CCC3	0.9%	i	0.7	-19%	-20%	3%	-25%	10%	3.9%	-9%
Cc1c(N(C)C(=O)C23CC4CC(CC(C4)C2)C3)c(=O)n(-c2ccccc2)n1C	-2.7%	i	2.4	1%	1%	3%	-16%	9%	6.3%	-6%
CC(=O)Cn1c2ccccc2n2nc(CCC(=O)O)c(=O)nc12	-1.0%	i	0.3	-7%	-10%	5%	-41%[20 µM]	16%	0.2%	-9%
COc1ccc(NC(=O)CSc2nnc(CNC(=O)c3cccs3)o2)c(OC)c1	1.8%	i	2.5	-4%	-21%	8%	5%	11%	6.8%	-7%
COc1cccc(NC(=O)CSc2nnc3cc(C)nc(N)n23)c1	0.6%	i	0.0	-12%	-41%	11%	14%	10%	1.2%	-8%
S=C(NCCc1ccccc1)Nc1ccccc1N1CCOCC1	-3.0%	i	0.3	-7%	20%	3%	-25%[20 µM]	17%	-0.3%	-8%
COCCN(C(=O)CSc1ncc(C(F)(F)F)cc1Cl)c1c(N)n(Cc2ccccc2)c(=O)[nH]c1=O	0.3%	i	0.2	-6%	-24%	-2%	-14%	17%	-3.4%	-3%
CCOc1ccc(NC(=O)C2CCN(S(C)(=O)=O)CC2)cc1	0.0%	i	0.5	-1%	-32%	5%	-12%[20 µM]	-15%	-0.1%	-9%
CCOc1ccc(CCNC(=O)CCc2nc(-c3ccc(OC)cc3)no2)cc1OCC	3.4%	i	0.7	-8%	3%	2%	0%	16%	-0.9%	-7%
COc1ccccc1N1CCN(c2cc(=O)n(Cc3ccc(F)cc3)c(=O)[nH]2)CC1	-0.9%	+	19*	-10%	-19%	-3%	14%	20%	3.3%	-6%
N#CCC(=O)c1sccc1-n1cccc1	26%	i	0.3	-10%	-1%	-3%	-14%	9%	-4.6%	-3%
O=C(CN1c2ccccc2Sc2ccccc21)NNC(=O)Nc1cccc(Cl)c1	-2.7%	i	0.2	-18%	4%	0%	12%	-13%	0.3%	0%
CCOc1ccc(Cn2c(=O)oc3ccccc32)cc1	4.4%	i	0.7	-4%	-14%	3%	-61%[20 µM]	-5%	1.2%	-10%
